Mtb RmlCD inh – M. tuberculosis RmlC/RmlD inhibition; RmlC+RmlD coupled enzyme assay, percent inhibition; primary screen in compound mixtures; inhibition, % at 3.6 µM; 0.03% of 160,000 active; AID 1533; in the data active = inhibition mostly above about 34%, no sharp cut-off; inconclusive = no clear call, values can overlap the other calls; inactive = mostly below about 22%; note: some results filed as inactive read as strong as hits
Target sequence (P9WH09 whole entry, looked up): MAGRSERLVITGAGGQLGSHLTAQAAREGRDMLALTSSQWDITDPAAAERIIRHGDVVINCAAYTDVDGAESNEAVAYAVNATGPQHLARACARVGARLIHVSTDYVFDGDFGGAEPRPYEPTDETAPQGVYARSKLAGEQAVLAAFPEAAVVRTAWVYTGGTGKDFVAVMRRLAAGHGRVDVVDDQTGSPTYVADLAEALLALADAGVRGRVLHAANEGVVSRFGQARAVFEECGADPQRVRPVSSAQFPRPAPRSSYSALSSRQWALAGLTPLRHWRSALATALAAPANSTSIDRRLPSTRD
Target sequence (P9WH11 whole entry, looked up): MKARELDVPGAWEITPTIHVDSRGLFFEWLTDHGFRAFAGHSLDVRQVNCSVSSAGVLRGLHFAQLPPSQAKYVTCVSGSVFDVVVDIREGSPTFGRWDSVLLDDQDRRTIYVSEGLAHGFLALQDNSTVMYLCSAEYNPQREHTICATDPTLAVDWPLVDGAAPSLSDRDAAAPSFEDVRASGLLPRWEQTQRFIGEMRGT
GlmU inhibition – inhibition of mycobacterial GlmU enzyme – biochemical, glucosamine-1-phosphate acetyltransferase (AID 1376) | M. tuberculosis GlmU acetyltransferase enzyme assay; higher % means a stronger effect | inhibition, %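 (tested at 30 µM in the primary screen)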, or IC50 in µM where a hit was titrated | 0.25% of 220,000 active; in the data active = inhibition above about 13%; inconclusive = no clear call, values can overlap the other calls;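 note: 0% = complete reaction with vehicle and 100% = reaction without substrate; strong numbers were not always called active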
Starred values were filed as active, the others as inactive; ? = inconclusive; · = no result given. These rows are one share of the data; the hit share may differ from the screen's.

Start of the listing, in advance, three compounds:
Molecule	Mtb RmlCD inh	GlmU inhibition
Cc1ccc(N2C(N)=C(C#N)C(c3cccnc3)C3=C2CC(C)(C)CC3=O)cc1 (stereo not given)	13	-1.9%
CCC(CC)NC(=O)CSc1nnc(-c2c[nH]c3ccccc23)o1	·	-2.7%
CCOc1cc(C2C(C(=O)N3CCOCC3)=C(C)NC3=C2C(=O)CCC3)ccc1O (stereo not given)	12	-3.0%

The listing (from the top)
Molecule	Mtb RmlCD inh	GlmU inhibition
Cc1ccc(N2C(N)=C(C#N)C(c3cccnc3)C3=C2CC(C)(C)CC3=O)cc1 (stereo not given)	13	-1.9%
CCC(CC)NC(=O)CSc1nnc(-c2c[nH]c3ccccc23)o1	·	-2.7%
CCOc1cc(C2C(C(=O)N3CCOCC3)=C(C)NC3=C2C(=O)CCC3)ccc1O (stereo not given)	12	-3.0%
CCOC(=O)c1c(C)nc(SCC(N)=O)c(C#N)c1-c1ccccc1	7	-2.9%
COc1ccc2c(CC(=O)NCc3ccc4c(c3)OCO4)coc2c1	-4	-1.4%
CCNC(=S)Nc1cccc(NC(=O)c2ccccc2O)c1	·	-3.9%
COc1ccc(-c2nc(N)c(C#N)c(-c3cccnc3)c2C)cc1	-4	6.3%
CCOC(=O)N1CCC(N(C(=O)Nc2ccc(CC)cc2)C(C)CC)CC1 (stereo not given)	·	-9.2%
CCC(=O)Nc1ccc2c(c1)ncn2C	9	1.3%
O=C(O)C1CC=CCC1C(=O)Nc1ccccc1Cl (stereo not given)	3	-3.1%
CCCCSc1nnc(-c2ccc(C)cc2)o1	·	-0.9%
Cc1c(NC(=S)NC(=O)c2sc3ccccc3c2Cl)cccc1C(=O)O	-7	3.7%
O=C(CCc1nc2ccccc2s1)N1CCN(S(=O)(=O)c2cccs2)CC1	·	2.7%
CCOC(NC(=O)c1ccccc1)C(NC(=O)c1ccccc1)OCC (stereo not given)	4	0.7%
CC(C)Sc1nnc(Nc2ccccc2)s1	·	1.2%
COc1cc(/C=N\NC(=O)c2ccc(Cl)cc2)ccc1Oc1ccc([N+](=O)[O-])cn1	-28	1.6%
CN(CCOc1ccc(Cl)cc1)C(=O)c1ccc(S(=O)(=O)N2CCOCC2)cc1	-8	-6.1%
NC(=S)NNc1ccc(Cl)c(Cl)c1	9	-2.4%
CCN(CCNC(=O)C1CCN(c2nnc(-n3cccc3)s2)CC1)c1ccccc1	8	-1.1%
CCOC(=O)C1(C)NC(c2ccccc2F)C2C(=O)N(c3cccc(C(C)=O)c3)C(=O)C21 (stereo not given)	·	1.2%

Continued:
Molecule	Mtb RmlCD inh	GlmU inhibition
COc1ccc(NC(=O)CNc2ccc(C#N)cc2)cc1	-2	-4.1%
CC(=O)N/C(=C\c1ccccc1)C(=O)NCC(=O)O	-9	1.4%
CC(C)C(C(=O)O)N1CCS(=O)(=O)CC1 (stereo not given)	·	-4.1%
Cc1onc(-c2ccccc2)c1-c1nnc(-c2ccccc2C(F)(F)F)o1	9	1.0%
CC(C)(C)C(=O)Cn1nnc(-c2ccc(C(F)(F)F)cc2)n1	-16	-4.3%
CCCCCCCCCCS(=O)(=O)N/N=C/c1ccc(O)cc1	14	5.0%
Cc1cc2cc(CCNC(=O)c3c(-c4ccccc4Cl)noc3C)c(=O)[nH]c2cc1C	·	3.6%
Cc1ccc(-c2nn(-c3ccccc3)cc2/C=C/C(=O)OCC(=O)NC2CC2)o1	3	-0.1%
COc1ccc(-c2nc3c(s2)CCc2onc(-c4ccc(Br)cc4)c2-3)cc1	·	4.1%
CCCNC(=O)Cn1c(=O)/c(=C\c2ccc(-c3cccc([N+](=O)[O-])c3)o2)s/c1=C\C(=O)C(C)(C)C	3	3.6%
CCC(C)(C)NC(=O)/C=C/c1ccc(OC)c(S(=O)(=O)N2CCOCC2)c1	9	-9.2%
CCC(C(=O)N1CCOCC1)n1c(C(=O)OC)cc2occc21 (stereo not given)	-1	3.6%
CC1CCCC(NC(=O)COC(=O)c2ccc(S(=O)(=O)N3CCOCC3)cc2)C1C (stereo not given)	·	3.4%
CCOCCOC(=O)c1ccc(NC(=O)c2cc(OC)c(OC)c(OC)c2Br)cc1	·	7.8%
Cc1ccn2cc(CNS(=O)(=O)c3ccc(Cl)s3)nc2c1	-3	-4.1%
CCC(C)(c1ccc(C(=O)OC)s1)c1ccc(C(=O)OC)s1	·	0.3%
CC(=O)Nc1ccc(S(=O)(=O)N2CCN(Cc3cccnc3)CC2)cc1	·	-0.5%
C#CCOCCOCCOCCNc1nc(N2CCN(C(=O)Cn3cc(CCCCN)nn3)CC2)nc(N2CCN(C(=O)[C@H](C)n3cc(CCCN=C(N)N)nn3)CC2)n1	·	-5.5%
Cn1nnnc1-c1cc(Cl)cc(Cl)c1	-9	-6.3%
Nc1nnnn1/N=C/c1cc([N+](=O)[O-])ccc1O	25	7.3%

Remaining list, next part.
Molecule	Mtb RmlCD inh	GlmU inhibition
CC(=O)c1cn(CC(=O)NCc2ccc3c(c2)OCO3)c2ccccc12	·	-0.6%
CCC(=O)Nc1ccc2c(c1)ncn2-c1ccc(C)cc1	29	-4.9%
Cc1ccc(-c2csc3ncnc(-n4nnc5ccccc54)c23)cc1	15	-8.6%
COc1cc2c(cc1OC)-c1n[nH]c(=S)n1C(C)(C)C2	3	-1.4%
CCOc1ccccc1C(=O)N1CCN(c2cccc(Cl)c2)CC1	9	-1.2%
CCCN1C2CCCC1CC(NC(=S)NCCCOCC)C2 (stereo not given)	-9	0.8%
CC(C)(C)NC(=O)NCCc1ccccc1	19	1.1%
O=C(NCCCn1ccnc1)Nc1ccc(Cl)c(Cl)c1	-5	-7.0%
CCC(C)NC(=O)CNC(=S)N(Cc1ccc(F)cc1)C1CCCCC1 (stereo not given)	-3	8.1%
c1ccc(-c2csc3ncnc(-n4cnc5ccccc54)c23)cc1	3	4.2%
O=C(CSc1cn(CCNC(=O)c2ccc3ccccc3c2)c2ccccc12)NCc1ccco1	11	0.0%
COc1ccc(NC(=O)C2CCC(=O)N2)cc1 (stereo not given)	-10	7.2%
CCOCCCNC(=O)c1c(C)[nH]c(C(=O)OCC)c1C	21	·
COc1ccc(C(=O)N2CCN(C(=O)c3ccco3)CC2)cc1	-3	-1.8%
Cc1cccc(NC(=S)N2CCC(N(C)CC3CCCO3)CC2)c1C (stereo not given)	·	17%
COc1ccc(/C=C/C(=O)c2ccccc2)cc1COc1ccccc1F	4	-5.3%
COc1ccccc1-n1cnc2cc(NS(=O)(=O)c3ccc(Br)cc3)ccc21	-12	11%
COc1ccc(CC2(CO)CCN(Cc3cnn(-c4ccc(F)cc4)c3)CC2)cc1	-10	-9.2%
CC1CCCN(C(=O)CSc2nc3ncccc3[nH]2)C1 (stereo not given)	4	0.3%
Cc1ccc(C(=O)CSc2nnc(N)s2)c(C)c1	-1	6.8%

Rewritten field by field: four of the compounds above.
> Cc1ccc(C(=O)CSc2nnc(N)s2)c(C)c1
  Mtb RmlCD inh: -1 | GlmU inhibition: 6.8%
> CCCN1C2CCCC1CC(NC(=S)NCCCOCC)C2 (stereo not given)
  Mtb RmlCD inh: -9 | GlmU inhibition: 0.8%
> CCC(=O)Nc1ccc2c(c1)ncn2-c1ccc(C)cc1
  Mtb RmlCD inh: 29 | GlmU inhibition: -4.9%
> Cc1ccc(-c2csc3ncnc(-n4nnc5ccccc54)c23)cc1
  Mtb RmlCD inh: 15 | GlmU inhibition: -8.6%

(next part)
Molecule	Mtb RmlCD inh	GlmU inhibition
Cc1ccc(S(=O)(=O)NC(N)=NCCc2ccc(Cl)cc2)cc1C	3	-0.5%
CC1CCN(C(=O)CN2C(=O)c3ccccc3S2(=O)=O)CC1	9	2.2%
COc1ccc(S(=O)(=O)N2CCC(C(=O)N3CCc4ccccc4C3)CC2)cc1Cl	?	0.9%
COc1ccc(NC(=S)N(CCC(C)C)C(C)c2ccncc2)cc1 (stereo not given)	13	-4.0%
CCNC(=S)Nc1ccc(N2CCCCC2)cc1	-6	1.1%
CC(=O)Nc1ccc(/C=N/NC(=O)c2cc3ccccc3nc2C)cc1	2	1.9%
Cc1[nH][nH]c(=O)c1/C=N/N1CCOCC1	4	-5.9%
CCCCCC(O)c1cccc(OCc2ccc3ccccc3n2)c1 (stereo not given)	·	-1.0%
O=C(c1cc2c(cc1Br)OCCCO2)N1CCCCC1	-11	3.7%
N#C/C(=C\c1ccc(F)c(Cl)c1)S(=O)(=O)c1ccccn1	·	2.3%
NS(=O)(=O)c1ccc(NC(=O)CSc2nnc(Cc3cccs3)n2-c2ccccc2)cc1	12	1.8%
CN(C(=O)COC(=O)c1ccccc1Nc1ccccc1)C1CCS(=O)(=O)C1 (stereo not given)	·	0.9%
CCOC(=O)CCN(Cc1sccc1C)S(=O)(=O)c1ccc(F)cc1	-6	1.5%
CC(C)OC(=O)c1cc2ccccc2oc1=O	·	-8.2%
COc1ccc(C(=O)Nc2ccc(CN3CCS(=O)(=O)CC3)cc2)cc1	·	0.1%
COc1ccc(S(=O)(=O)n2nc(OC(=O)c3cccs3)cc2N)cc1	0	-4.3%
NC(=S)N=Nc1c(O)[nH]c2cc(F)c(F)cc12	7	-1.9%
COC(=O)C1(C(F)(F)F)N=C(C(F)(F)F)Nc2ccc(Cl)cc21 (stereo not given)	·	-4.3%
O=C(NCc1nnc(SCc2ccccc2)n1-c1ccccc1)C12CC3CC(CC(C3)C1)C2	11	-6.0%
CC1CC(OCC(O)C[N+]2(C)CCOCC2)CC(C)(C)C1 (stereo not given)	-9	0.1%

Further compounds follow:
Molecule	Mtb RmlCD inh	GlmU inhibition
Cc1ccc2nc(Cl)c(C#N)cc2c1	2	-5.3%
CCCCN(C)CCC(=O)Nc1ccc(F)c(F)c1	75	0.1%
O=S(=O)(Nc1ccc2c(c1)OCCO2)c1cnc[nH]1	-3	3.1%
O=C(/C=C/c1c(Cl)nc2ccccn12)N1CCCCC1	·	-10%
O=S(=O)(c1ccc2ccccc2c1)N1CCN(C2CCN(Cc3ccccc3)CC2)CC1	·	-1.8%
CCOc1cc(S(=O)(=O)n2ccc(C)n2)ccc1Br	-3	-11%
Cc1cccc(Cn2nc(C(C)(C)C)cc2C(=O)Nc2ccc(F)cc2)c1	-14	2.1%
Cc1ccc(-c2nnc(CSc3nc4cc5c(cc4cc3C)OCO5)o2)cc1	·	5.5%
S=c1[nH]nc(CNc2ccc(Cl)cc2)n1Cc1ccccc1	5	-2.2%
O=C(Cc1ccc(-n2cccc2)cc1)NCc1ccccc1Cl	-3	2.4%
C#CCOCCOCCOCCNc1nc(N2CCN(C(=O)[C@H](Cc3ccc(O)cc3)n3cc(C(N)CC(C)C)nn3)CC2)nc(N2CCN(C(=O)[C@H](CCC(=O)O)n3cc(C(N)[C@H](C)CC)nn3)CC2)n1 (stereo not given in full)	·	-2.9%
Cc1cccc(C(=O)Nc2oc(-c3ccccc3)cc2C#N)c1	4	6.3%
CC(C)(C)Nc1nc(OCC(F)(F)F)nc(OCC(F)(F)F)n1	-11	-0.1%
COC(=O)C(C)Sc1nnc(-c2ccncc2)o1 (stereo not given)	-5	3.2%
Cn1c(=O)n(C)c2cc(NS(=O)(=O)c3ccc4c(c3)CCCC4)ccc21	17	5.5%
CCOC(=O)c1c(NC(=O)CSc2nnc(Cc3ccccc3)o2)sc(C)c1C	·	-3.9%
O=C(Nc1ccc(Cl)c(Cl)c1)OCc1cnc(Cl)s1	·	-3.2%
Cc1ccc(S(=O)(=O)Nc2ccc(O)c3ncccc23)cc1	-8	1.8%
COc1ccc(S(=O)(=O)N(CC(=O)NCc2cccnc2)C2CCCCC2)cc1OC	-6	-1.2%
COc1ccc(C(=O)Nc2ccc(NC(=O)c3ccco3)c(Cl)c2)cc1OC	·	5.4%

Next part.
Molecule	Mtb RmlCD inh	GlmU inhibition
C=CCNC(=S)NCc1cccnc1	-8	-0.1%
COC(=O)C1=NNC2(c3ccc(Cl)cc3)C(=O)N(c3ccccc3)C(=O)C12 (stereo not given)	8	3.3%
O=C(NCc1ccco1)c1cccc(Nc2nc3ccc(Br)cc3[nH]2)c1	-10	0.1%
O=C1c2ccccc2C(=O)N1Cc1nc2ccccc2c(=O)n1-c1ccc(Br)cn1	·	-1.1%
O=C(COc1ccccc1O)N1CCN(C(=O)c2ccco2)CC1	-9	2.2%
CNC(=O)COC(=O)c1cc(SC)ccc1Cl	7	-3.1%
COCC1=C(C(=O)OC)C(c2cccs2)n2ncnc2N1 (stereo not given)	-5	-2.2%
Cc1cc(C)nc(SCc2ccc([N+](=O)[O-])cc2)n1	-9	1.7%
CC(=O)NCCC1CCCCN1Cc1nc(Cc2cccc(C(F)(F)F)c2)no1 (stereo not given)	·	-6.1%
Cc1ccc(C)c(OCC(=O)NC(Cc2c[nH]c3ccccc23)C(=O)O)c1 (stereo not given)	-9	0.9%
COc1ccc(/C=C/CN2CCN(Cc3cccc(OC)c3)C(CCO)C2)cc1 (stereo not given)	·	-1.4%
CC1(C)CC(=O)C(Sc2ccccc2)=C(O)C1	3	2.7%

Compound activity deposited in PubChem BioAssay by several laboratories.
